V-ATPase pHluor: alters yeast V-ATPase proton transport. response, % at 10 µM. hit rate 0.37% among 350,000. AID 504577. S. cerevisiae, pHLuorin cytosolic pH fluorescence; in the data active = response mostly above about 7.3%, no sharp cut-off; inactive = mostly below about 5.4%; note: actives read high; inactives centre near 0; some compounds called inactive have numbers as strong as hits
NSD2 inh: blocks human histone methyltransferase NSD2 | AID 743445 | inhibition, % at 12.5 µM | O96028 | hit rate 0.54% among 310,000 | NSD2 peptide methylation, AlphaScreen, 120 min; in the data active = inhibition above about 50%
Target sequence (O96028 whole entry, looked up): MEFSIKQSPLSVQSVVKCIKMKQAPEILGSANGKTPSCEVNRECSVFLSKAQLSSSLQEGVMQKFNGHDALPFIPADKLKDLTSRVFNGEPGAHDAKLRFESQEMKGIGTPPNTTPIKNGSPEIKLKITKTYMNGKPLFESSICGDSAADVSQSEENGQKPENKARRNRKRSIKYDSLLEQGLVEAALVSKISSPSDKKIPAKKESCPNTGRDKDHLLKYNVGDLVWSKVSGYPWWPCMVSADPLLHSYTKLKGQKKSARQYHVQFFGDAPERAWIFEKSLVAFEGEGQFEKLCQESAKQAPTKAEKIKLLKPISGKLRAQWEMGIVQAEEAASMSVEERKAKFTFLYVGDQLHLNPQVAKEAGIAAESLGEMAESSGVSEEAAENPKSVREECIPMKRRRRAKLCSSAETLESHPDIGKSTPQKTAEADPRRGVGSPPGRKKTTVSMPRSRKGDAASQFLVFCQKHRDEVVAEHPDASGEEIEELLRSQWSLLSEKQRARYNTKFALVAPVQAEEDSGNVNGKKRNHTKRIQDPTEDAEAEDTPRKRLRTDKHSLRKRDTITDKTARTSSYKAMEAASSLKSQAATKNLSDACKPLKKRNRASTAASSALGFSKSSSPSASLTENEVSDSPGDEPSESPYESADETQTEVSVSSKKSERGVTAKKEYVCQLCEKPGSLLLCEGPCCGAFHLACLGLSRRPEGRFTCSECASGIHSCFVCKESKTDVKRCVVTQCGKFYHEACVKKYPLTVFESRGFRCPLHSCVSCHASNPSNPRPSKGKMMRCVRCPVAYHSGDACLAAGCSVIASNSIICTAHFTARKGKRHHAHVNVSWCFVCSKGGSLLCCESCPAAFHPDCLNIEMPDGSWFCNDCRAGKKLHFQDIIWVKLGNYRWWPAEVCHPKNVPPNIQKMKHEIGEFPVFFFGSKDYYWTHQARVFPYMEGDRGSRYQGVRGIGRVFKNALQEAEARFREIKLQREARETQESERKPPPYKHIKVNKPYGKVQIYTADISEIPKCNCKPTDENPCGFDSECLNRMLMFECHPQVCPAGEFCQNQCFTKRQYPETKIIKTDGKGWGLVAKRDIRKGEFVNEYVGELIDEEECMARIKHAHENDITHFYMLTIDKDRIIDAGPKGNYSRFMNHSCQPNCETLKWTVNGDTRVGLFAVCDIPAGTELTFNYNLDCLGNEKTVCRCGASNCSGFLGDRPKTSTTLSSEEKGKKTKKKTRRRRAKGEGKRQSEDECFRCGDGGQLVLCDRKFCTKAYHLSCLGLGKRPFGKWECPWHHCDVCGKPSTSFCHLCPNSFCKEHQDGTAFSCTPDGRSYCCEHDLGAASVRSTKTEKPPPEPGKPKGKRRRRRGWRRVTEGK
DAGLB inhibitor: blocks human DAGLB lipase activity; inhibition, % at 5.17 µM; AID 504411; Q8NCG7; hit rate 0.059% among 340,000; HEK293T DAGLB membrane lysate, EnzChek fluorogenic substrate; in the data active = inhibition above about 34%;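 note: 0% = enzyme with vehicle and 100% = wells lacking enzyme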
Arrestin-AP2 inh: human beta-arrestin and AP2 interaction inhibition; hit rate 0.31% among 340,000; FITC-arrestin peptide / GST-AP2 beads, flow cytometry; AP2 beta2 appendage carries R879A mutation; inhibition, % at 10 µM;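 active = inhibition above a set limit, near 3 SD of compounds lacking own fluorescence, cut at about 54% in these data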;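 note: plate controls were DMSO wells for no effect and 5 µM unlabelled arrestin peptide for full effect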
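System: GST-AP2 R879A glutathione beads; medium: PBS, Tween 20 0.05%, BSA 0.1%; reagent: fluorescein-tagged arrestin peptide at 50 nM final; schedule: pre-incubation 12 min, peptide binding 1 h, room temperature; detection: flow cytometry, FL1 (488/535 nm); read-out: inhibition as reduced fluorescein signal on beads, percent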
CAL PDZ FP-1: CAL PDZ (human) peptide binding inhibition; inhibition, % at 24.9 µM; Q9HD26; purified CAL PDZ, TMR-peptide fluorescence polarization, 1 h; hit rate 0.92% among 300,000; AID 602252;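 active = mean inhibition of at least 30% with at least half of replicates also reaching 30%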;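 note: 0% = DMSO neutral control and 100% = excess unlabeled competitor peptide PRC23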
CAL PDZ FP-2: inhibitors of human CAL PDZ peptide binding; purified CAL PDZ, TMR-peptide fluorescence polarization, 1 h; inhibition, % at 20 µM; hit rate 0.02% among 330,000; AID 504414;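 active = highest replicate inhibition of at least 40%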;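 note: plate controls were DMSO neutral control wells for no effect and unlabeled competitor peptide control wells for full effect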
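Read-out basis: mP drop reported as inhibition | Assay system: Tagged CAL PDZ protein CerCALP, purified | Benchmarks: Unlabelled peptide for full inhibition, DMSO wells as neutral | Schedule: 1 h incubation at room temperature before polarization reading | Buffer or medium: Sodium phosphate/NaCl buffer pH 7.4 with TCEP, IgG, Thesit | Doses: Single point, 20 µM | Measured by: Fluorescence polarization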
C-LANA FP: KSHV C-LANA DNA binding inhibition; inhibition, % at 9 µM; hit rate 0.078% among 340,000; AID 504423; MBP-C-LANA/FAM-LBS DNA binding, fluorescence polarization;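 active = highest replicate inhibition at or above 60% at 9 µM, even if other replicates fall short; inactive = all replicates below 60% inhibition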;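 note: 0% = neutral control wells and 100% = 4 µM acridine orange control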
Pemphigus Ab inh: blocks pemphigus antibody binding to human desmoglein-3 | P32926 | DSG3-coupled beads, scFv-anti-DSG3-GFP binding, flow cytometry; hits give low values | binding (percent of control), % at 10 µM | hit rate 0.48% among 310,000;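 active = binding more than 3 SD below its plate's average and above zero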;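 note: hits lower antibody fragment binding to DSG3; some compounds called inactive have numbers as strong as hits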
Keap1 Nrf2 FP: disrupts human Keap1 binding to Nrf2 peptide; Keap1 Kelch-Nrf2 peptide fluorescence polarization, 1536-well; Q14145; AID 504523; inhibition, % at 9.4 µM; hit rate 0.15% among 340,000; in the data active = inhibition above about 12%;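 note: human Keap1 Kelch domain with fluorescein labeled Nrf2 9mer peptide probe; 0% = neutral control wells and 100% = peptide positive control; higher means more block of Keap1 binding to Nrf2 peptide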
RTF Ca sens inh: cardiac RTF calcium desensitization; IANBD-labeled cardiac RTF, Ca2+ fluorescence; hit rate 0.12% among 340,000; P19429+P45379; inhibition, % at 7.15 µM; AID 493244;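 active = inhibition above the mean inhibition of all tested compounds plus 3 SD, cut at about 17% in these data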;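 note: assay run at fixed EC70 calcium of 1.6 mM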
* = called active by the depositor; · = no result given.

smiles,V-ATPase pHluor,NSD2 inh,DAGLB inhibitor,Arrestin-AP2 inh,CAL PDZ FP-1,CAL PDZ FP-2,C-LANA FP,Pemphigus Ab inh,Keap1 Nrf2 FP,RTF Ca sens inh
Cc1nc(-c2cccc(NC(=O)c3ccco3)c2)cs1,2,·,-1,2,·,-0.8,-1.4,104,-5,-2
Cc1cc(NC(=O)CSc2nc(C(C)C)nc3sc4c(c23)CCCC4)no1,-3,-6,-3,-6,-4,-1.9,-1.2,125,-6,-9
COc1cc(OC)c2c(c1)C(=O)OC2,5,-4,-1,1,4,-0.9,-0.8,96,-3,-8
COc1ccccc1N1CCN(C(=O)c2noc(C(C)C)c2[N+](=O)[O-])CC1,0,0,0,-1,3,-0.2,0.8,98,-1,-1
CCOC(=O)Cn1c(CN2CC(C)OC(C)C2)nc2c1c(=O)n(C)c(=O)n2C (configuration not stated),-2,·,-1,0,-5,0.0,0.3,100,-2,-5
COc1ccccc1N(CC(=O)NC(C)(C)C)S(=O)(=O)c1cccs1,5,1,1,-9,4,0.4,-0.7,117,-1,-1
Cc1ccc2[nH]c(C)c(CC(=O)O)c2c1,-2,-2,0,-2,3,0.7,0.5,100,2,1
C=CC1(C)CN(Cc2ccco2)S(=O)(=O)c2c(F)cccc2O1 (configuration not stated),4,·,-4,-17,-3,-1.1,-0.6,103,-5,-3

(list continues)
smiles,V-ATPase pHluor,NSD2 inh,DAGLB inhibitor,Arrestin-AP2 inh,CAL PDZ FP-1,CAL PDZ FP-2,C-LANA FP,Pemphigus Ab inh,Keap1 Nrf2 FP,RTF Ca sens inh
C[C@H](CO)N1C[C@H](C)[C@@H](CN(C)Cc2ccccc2)Oc2c(NC(=O)c3ccncc3)cccc2C1=O,1,·,0,33,-1,0.6,-2.7,92,1,2
O=C(NNC(=O)c1ccccc1OCc1ccc(F)cc1)c1ccccc1O,-1,1,7,-3,-5,-3.1,-0.1,·,6,-5
NS(=O)(=O)c1ccc(CCNC(=O)CC(c2ccccc2)c2ccccc2)cc1,1,15,-1,-19,·,-1.3,-1.0,96,-1,-8
Cc1ccccc1NC(C)C(=O)N/N=C/c1ccccc1OCc1cccc(Br)c1 (configuration not stated),-1,1,-9,-2,-2,-2.3,0.3,102,0,0
Cc1ccc(-c2nc(-c3cccnc3)no2)c(C)c1,5,·,-18,9,-5,-0.4,-1.4,95,-4,-4
NC(=O)CC(NC(=O)Cc1cccc2ccccc12)c1ccc(NC2CCCCCCC2)c([N+](=O)[O-])c1 (configuration not stated),3,·,8,25,-1,-0.3,0.3,·,-1,-7
Cc1ccc(-c2nnc3ccc(SCC(=O)Nc4cc(C)on4)nn23)cc1,-1,·,-2,-5,-3,-2.6,-0.5,102,0,-2
Cc1ccc(C(=O)/C=C/Nc2ccc([N+](=O)[O-])cc2Br)cc1,-6,0,0,3,0,-0.1,-1.4,110,2,-15

Carrying on.
smiles,V-ATPase pHluor,NSD2 inh,DAGLB inhibitor,Arrestin-AP2 inh,CAL PDZ FP-1,CAL PDZ FP-2,C-LANA FP,Pemphigus Ab inh,Keap1 Nrf2 FP,RTF Ca sens inh
CCc1cccc(N(CC(=O)NC2CCCCC2)C(=O)c2csnn2)c1,-3,0,-2,27,-2,-3.9,-1.9,100,-3,-5
COc1ccc(C(=O)NCCc2nnc3ccc(SCC(=O)N4CCCCC4)nn23)cc1,6,4,1,-7,-3,-2.1,-2.0,111,-5,-2
CN1CCN(S(=O)(=O)c2ccc(NC(=O)C(C)(C)C)cc2)CC1,-4,-2,1,-1,·,-2.5,-0.6,100,0,-13
CCOc1ccc(Cc2c(O)nc(SC)[nH]c2=O)cc1,3,0,2,·,·,·,·,100,·,·
OCC[C@@H]1C[C@@H](O)[C@H](O)[C@]2(CCCc3ccccc3O2)O1,-5,·,-2,23,-3,1.1,1.1,102,-4,-9
CC(NC(=S)NC1CCC(C(C)(C)C)CC1)c1ccccc1 (configuration not stated),2,0,-10,-10,1,-2.1,0.0,112,1,6
O=C1c2ccccc2CN1C(CO)Cc1ccccc1 (configuration not stated),1,-2,-4,-17,-3,-0.2,3.0,97,4,-1
COC(=O)C1=C(N)Oc2cc(C)n(Cc3cccnc3)c(=O)c2C1c1cc(OC)ccc1OC (configuration not stated),-2,-10,2,0,-4,-1.9,-0.1,110,-1,-6

(listing goes on)
smiles,V-ATPase pHluor,NSD2 inh,DAGLB inhibitor,Arrestin-AP2 inh,CAL PDZ FP-1,CAL PDZ FP-2,C-LANA FP,Pemphigus Ab inh,Keap1 Nrf2 FP,RTF Ca sens inh
Cc1ccc(CCCNC(=O)C2CCC(=O)N(Cc3cccc(F)c3)C2)cc1 (configuration not stated),3,-2,2,8,9,0.7,0.2,·,2,-6
N#Cc1cccc(NCC(=O)Nc2ccc3c(c2)OCCO3)c1,1,-2,0,3,-2,-0.5,-3.3,103,-2,-4
Cc1ccc(-c2nnn(CC(=O)N(CC3CCCO3)C(C(=O)NCC3CCCO3)c3ccc(F)cc3)n2)o1 (configuration not stated),1,0,-2,-1,-2,-1.0,-0.1,113,-9,6
CCOc1ccc(N=Cc2c(O)c3ccccc3oc2=O)cc1,3,-2,1,-6,-5,-1.2,0.4,87,0,-3
Cc1ccc2cc(CN(CC3CCCO3)S(=O)(=O)c3cccc4nsnc34)c(=O)[nH]c2c1 (configuration not stated),-3,1,2,7,-2,-2.2,-1.6,104,-2,-1
COc1ccc(OC)c(COC(=O)c2cc([N+](=O)[O-])ccc2N2CCOCC2)c1,-2,2,-9,-2,1,-3.1,0.0,112,-5,0
Cc1ccc(S(=O)(=O)c2cc3c(=O)n4cccc(C)c4nc3n(C3CCCCC3)c2=N)cc1,0,·,-1,15,1,-1.5,1.2,99,2,-18
OC1CCN(CC(O)C(F)(F)F)CC1 (configuration not stated),-4,-1,-1,3,·,-0.9,0.6,104,-1,1

Following part:
smiles,V-ATPase pHluor,NSD2 inh,DAGLB inhibitor,Arrestin-AP2 inh,CAL PDZ FP-1,CAL PDZ FP-2,C-LANA FP,Pemphigus Ab inh,Keap1 Nrf2 FP,RTF Ca sens inh
COc1ccc(C2CCCN2C(=O)Nc2ccc(Cl)cc2)cc1OC (configuration not stated),1,·,2,3,·,-3.4,-1.2,99,5,-6
C/C(N)=C(/C#N)C(=O)COC(=O)CC1CCCC1,1,0,-4,17,-1,-0.1,0.0,95,1,-1
COc1ccc(S(=O)(=O)NCC(c2ccco2)N2CCOCC2)cc1 (configuration not stated),-2,·,2,-3,0,-0.1,-0.4,·,-4,1
O=C(CSC1CCCCC1)N1CCN(c2ccccc2)CC1,-1,11,-2,6,-1,-1.4,0.3,110,-3,0
CCc1ccc(NC(=O)CSc2nnc(C)c(=O)n2N)cc1,-3,-3,-2,18,-3,-1.5,1.6,·,-1,-4
COCc1c(C(=O)OCC(=O)N(C)C2CCS(=O)(=O)C2)oc2ccccc12 (configuration not stated),-6,0,0,-10,-2,-1.5,-0.2,104,3,-1
COc1cc(Cl)c(C)cc1NC(=O)CSC,0,-3,-5,-3,2,-1.6,-1.2,101,2,3
COc1ccccc1NC(=O)C(C)n1cnc2c(oc3nc4c(cc32)CCCC4)c1=O (configuration not stated),7,14,-1,-4,-2,-2.8,-1.2,98,1,-2

Compound profiles, as listed above. Order of screens: V-ATPase pHluor | NSD2 inh | DAGLB inhibitor | Arrestin-AP2 inh | CAL PDZ FP-1 | CAL PDZ FP-2 | C-LANA FP | Pemphigus Ab inh | Keap1 Nrf2 FP | RTF Ca sens inh
Entry for COCc1c(C(=O)OCC(=O)N(C)C2CCS(=O)(=O)C2)oc2ccccc12 (configuration not stated) → -6 | 0 | 0 | -10 | -2 | -1.5 | -0.2 | 104 | 3 | -1
Entry for COc1ccc(S(=O)(=O)NCC(c2ccco2)N2CCOCC2)cc1 (configuration not stated) → -2 | · | 2 | -3 | 0 | -0.1 | -0.4 | · | -4 | 1
Entry for C/C(N)=C(/C#N)C(=O)COC(=O)CC1CCCC1 → 1 | 0 | -4 | 17 | -1 | -0.1 | 0.0 | 95 | 1 | -1
Entry for COc1ccc(C2CCCN2C(=O)Nc2ccc(Cl)cc2)cc1OC (configuration not stated) → 1 | · | 2 | 3 | · | -3.4 | -1.2 | 99 | 5 | -6
Entry for O=C(CSC1CCCCC1)N1CCN(c2ccccc2)CC1 → -1 | 11 | -2 | 6 | -1 | -1.4 | 0.3 | 110 | -3 | 0

Given as labelled records: part of the list above
compound: O=C(NNC(=O)c1ccccc1OCc1ccc(F)cc1)c1ccccc1O
  V-ATPase pHluor: -1 | NSD2 inh: 1 | DAGLB inhibitor: 7 | Arrestin-AP2 inh: -3 | CAL PDZ FP-1: -5 | CAL PDZ FP-2: -3.1 | C-LANA FP: -0.1 | Pemphigus Ab inh: · | Keap1 Nrf2 FP: 6 | RTF Ca sens inh: -5

compound: NS(=O)(=O)c1ccc(CCNC(=O)CC(c2ccccc2)c2ccccc2)cc1
  V-ATPase pHluor: 1 | NSD2 inh: 15 | DAGLB inhibitor: -1 | Arrestin-AP2 inh: -19 | CAL PDZ FP-1: · | CAL PDZ FP-2: -1.3 | C-LANA FP: -1.0 | Pemphigus Ab inh: 96 | Keap1 Nrf2 FP: -1 | RTF Ca sens inh: -8

The listing picks up; the two compounds before the break are reprinted first.
smiles,V-ATPase pHluor,NSD2 inh,DAGLB inhibitor,Arrestin-AP2 inh,CAL PDZ FP-1,CAL PDZ FP-2,C-LANA FP,Pemphigus Ab inh,Keap1 Nrf2 FP,RTF Ca sens inh
COc1cc(Cl)c(C)cc1NC(=O)CSC,0,-3,-5,-3,2,-1.6,-1.2,101,2,3
COc1ccccc1NC(=O)C(C)n1cnc2c(oc3nc4c(cc32)CCCC4)c1=O (configuration not stated),7,14,-1,-4,-2,-2.8,-1.2,98,1,-2
Cc1cc(C)cc(-c2nnc(SCC(=O)NC3CC3)o2)c1,1,0,1,13,-3,0.2,-2.4,92,-1,-7
Cc1cccc(NC(=O)Nc2cccc(F)c2)n1,0,1,0,-1,-9,-0.4,-1.4,104,0,-2
COc1ccc(CC(=O)Nc2ccc(-c3cn4ccccc4n3)cc2)cc1OC,-3,-1,0,-1,-3,-4.6,3.9,113,-1,-6
CC(=O)c1ccc(NC(=O)C2=CC(c3cccs3)=NS(=O)(=O)N2C)cc1,5,19,2,-21,-3,-3.3,1.5,·,5,-4
Cc1c(C=O)c2ccccn2c1C(=O)c1ccc(Cl)c([N+](=O)[O-])c1,0,-1,1,-11,·,-0.3,-0.3,99,-2,8
O=C(N/N=C/c1c(F)cccc1Cl)C1CC1,0,-1,0,7,·,-0.6,-1.3,100,-4,-7
O=C(CSc1nnc(NC(=O)C2CC2)s1)NCc1ccco1,5,3,0,2,1,-0.9,0.2,98,-2,-26
Cn1c(SCC(=O)OCc2ccccc2)nnc1-c1ccco1,7,0,0,-7,0,-1.1,-0.9,103,-7,-8
O=C(CNC(=O)Cc1ccc(Cl)cc1)NCC(=O)N1CCCCC1,2,-1,1,-13,-7,-0.8,1.7,103,2,-7
N#Cc1c(/N=C/c2ccco2)sc2c1CCC2,-2,0,0,3,-4,0.0,2.0,102,-2,-22

Bioassay records as filed in PubChem BioAssay.

A portion of the library (hit frequency here may not be typical).
